# Screening data (PubChem BioAssay)
# NSD2 inh = inhibitors of human histone methyltransferase NSD2 | NSD2 peptide methylation, AlphaScreen, 120 min | O96028 | inhibition, % at 12.5 µM | 0.54% of 310,000 active; in the data active means inhibition above about 50%
# Target sequence (O96028 whole entry, looked up): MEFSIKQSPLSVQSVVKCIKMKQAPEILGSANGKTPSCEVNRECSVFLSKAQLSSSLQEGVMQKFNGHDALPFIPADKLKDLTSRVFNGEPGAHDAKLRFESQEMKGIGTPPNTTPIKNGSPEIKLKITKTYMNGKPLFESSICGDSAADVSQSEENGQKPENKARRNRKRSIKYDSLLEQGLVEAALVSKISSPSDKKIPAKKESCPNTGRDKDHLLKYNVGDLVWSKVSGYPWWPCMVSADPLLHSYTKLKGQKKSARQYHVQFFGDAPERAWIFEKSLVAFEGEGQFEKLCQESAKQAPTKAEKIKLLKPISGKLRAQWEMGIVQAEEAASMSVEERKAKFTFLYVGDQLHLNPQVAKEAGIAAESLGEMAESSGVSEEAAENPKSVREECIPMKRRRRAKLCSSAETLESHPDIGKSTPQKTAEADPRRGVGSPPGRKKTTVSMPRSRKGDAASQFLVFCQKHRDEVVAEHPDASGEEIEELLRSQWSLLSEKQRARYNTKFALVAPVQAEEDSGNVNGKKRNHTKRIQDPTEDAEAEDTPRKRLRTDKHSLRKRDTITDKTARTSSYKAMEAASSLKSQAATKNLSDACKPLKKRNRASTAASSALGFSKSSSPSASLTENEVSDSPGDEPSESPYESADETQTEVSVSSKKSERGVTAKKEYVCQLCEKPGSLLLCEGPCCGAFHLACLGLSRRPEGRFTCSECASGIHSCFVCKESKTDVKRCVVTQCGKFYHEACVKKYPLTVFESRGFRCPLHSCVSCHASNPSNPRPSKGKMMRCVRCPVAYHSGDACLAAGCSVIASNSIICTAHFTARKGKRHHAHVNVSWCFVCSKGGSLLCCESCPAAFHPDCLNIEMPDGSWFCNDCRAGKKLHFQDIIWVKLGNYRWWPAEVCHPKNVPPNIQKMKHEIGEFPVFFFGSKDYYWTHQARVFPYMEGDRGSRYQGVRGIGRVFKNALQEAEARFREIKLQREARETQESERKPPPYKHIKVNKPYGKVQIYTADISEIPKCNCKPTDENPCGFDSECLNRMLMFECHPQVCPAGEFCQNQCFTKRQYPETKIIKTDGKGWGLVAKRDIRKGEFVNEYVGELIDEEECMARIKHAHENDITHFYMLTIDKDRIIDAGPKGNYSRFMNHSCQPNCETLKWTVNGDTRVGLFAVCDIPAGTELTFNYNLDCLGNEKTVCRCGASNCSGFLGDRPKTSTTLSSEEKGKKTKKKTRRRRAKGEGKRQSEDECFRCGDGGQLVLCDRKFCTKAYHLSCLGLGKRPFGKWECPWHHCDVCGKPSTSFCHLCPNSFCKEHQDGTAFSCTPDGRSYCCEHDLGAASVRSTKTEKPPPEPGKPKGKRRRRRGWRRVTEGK
# PKA-R2B activ = activators of human PKA-R2B complex; PKA-R2B holoenzyme dissociation, Cy5-IP20 fluorescence polarization; R2B truncated from residue 108, S112A mutant; 0% DMSO only, 100% 113 µM cGMP; activation, % at 11.4 µM; 0.079% of 340,000 active;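 active means activation above a cutoff set at the mean over all compounds plus 3 SD, cut at about 18% in these data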;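 further: higher means more holoenzyme dissociation and a rise in polarization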
# MITF act = activators of MITF-driven TRPM1 promoter activity in SK-MEL-5 cells | SK-MEL-5 TRPM1-promoter luciferase, 24 h; % of positive control, neutral wells = 0 | 0.75% of 300,000 active | activation, % at 12.5 µM | AID 588334;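 active means mean activation of at least 80% with every replicate also reaching 80%; inconclusive means mean reaches 80% but some replicate falls short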;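 further: 0% = neutral control wells and 100% = parthenolide positive control wells; values of inactives mirror those of a sister screen read the other way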
# CDK5 p35 inh = inhibitors of human CDK5/p35 kinase | Q00535+Q15078 | Recombinant CDK5/p35, ADP-Glo luminescence, 60 min | inhibition, % at 10 µM | 0.01% of 330,000 active | AID 488839;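 active means highest replicate inhibition of at least 50% and at least 75% of replicates reaching 50%; inconclusive means only one of the two criteria met; inactive means both criteria failed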;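 further: plate controls were DMSO neutral control for no effect and GW8510 at 10 µM for full effect; many of its hits are not listed in these tables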
# PKA-R1A activ = activates the PKA-R1A holoenzyme complex; P00514+P68181; PKA-R1A dissociation, Cy5-IP20 fluorescence polarization; scaled: DMSO 0%, 113 µM cGMP 100%; activation, % at 11.4 µM; 0.083% of 340,000 active; AID 504707;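 active means percent activation above the mean of all tested compounds plus 3 SD, cut at about 19% in these data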;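 further: higher means more PKAc released from R1A so a rise in polarization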
# Arr AP2 block = inhibitors of human beta-arrestin and AP2 interaction; FITC-arrestin peptide / GST-AP2 beads, flow cytometry; AP2 beta2 appendage carries R879A mutation; inhibition, % at 10 µM; 0.31% of 340,000 active; AID 504490;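 active means inhibition above a set limit, near 3 SD of compounds lacking own fluorescence, cut at about 54% in these data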;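 further: plate controls were DMSO wells for no effect and 5 µM unlabelled arrestin peptide for full effect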
#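 Test system: GST-tagged AP2 beta2-adaptin appendage (R879A) on 4 µm glutathione beads; also added: fluorescein-tagged arrestin peptide at 50 nM final; timing: 12 min plus 1 h, RT; signal: flow cytometry, FL1 (488/535 nm); read-out: percent drop in bead-associated FITC signal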
# dFosB activator = enhances mouse delta FosB homodimer DNA binding; 0.99% of 340,000 active; P13346; activation, % at 25 µM; purified delta FosB, TAMRA-CDK5 oligo fluorescence polarization; percent of positive-control signal above neutral wells;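 active means mean activation above about 17%, with every replicate also reaching it, limit read from the data, passing the limit was not always enough; inconclusive means only one of the two conditions met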;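 further: fluorescence polarization rise as delta FosB binds a TAMRA Cdk5 AP-1 oligo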
# SR-BI uptake up = enhances SR-BI lipid uptake from DiI-HDL; CHO ldlA[mSR-BI] cells, DiI-HDL uptake fluorescence, 3 h; 100 = double the neutral-control signal; activation, % at 12.5 µM; 0.096% of 320,000 active;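 active means mean replicate activation of at least 60% and every replicate at or above 60%; inconclusive means mean or all-replicate condition met, but not both; inactive means mean below 60% and not all replicates reaching 60%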;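 further: 0% = median plate neutral-control signal and 100% = twice that signal; values of inactives mirror those of a sister screen read the other way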
#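 Test system: SR-BI-overexpressing, LDLR-lacking CHO cells. Measured by: DiI fluorescence, bottom read. Medium: Ham's F12 with 0.5% BSA, HEPES 25 mM, pH 7.4. Timing: 3 h uptake period with compound, 37 °C.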
# SR-BI HDL uptake = mouse SR-BI HDL lipid transfer inhibition | 0.96% of 320,000 active | ldlA[mSR-BI] CHO cells, DiI-HDL uptake fluorescence, 3 h | inhibition, % at 12.5 µM;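 active means mean replicate inhibition of at least 70% and a set share of replicates each scoring 70 or more; inconclusive means meets just one of the two criteria; inactive means fails both criteria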;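 further: 0% = median of neutral control wells and 100% = median of positive control wells; values of inactives mirror those of a sister screen read the other way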
# Pemphigus Ab inh = human desmoglein-3 autoantibody binding inhibition; P32926; DSG3-coupled beads, scFv-anti-DSG3-GFP binding, flow cytometry; hits give low values; binding (percent of control), % at 10 µM; 0.48% of 310,000 active; AID 588358;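 active means binding more than 3 SD below its plate's average and above zero; inconclusive means below that plate limit but binding exactly zero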;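 further: hits lower antibody fragment binding to DSG3; some compounds called inactive have numbers as strong as hits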
# SUMO Mot1 rescue = SUMOylation pathway inhibition by Mot1-301 growth rescue; S. cerevisiae Mot1-301 growth rescue, ATP luminescence, 38.5C; percent above DMSO median, 100 means doubled; 1% of 320,000 active; AID 2716; growth rescue, % at 18.8 µM;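 active means every valid replicate shows activation above 250% relative to neutral control wells; inactive means the rest, any valid replicate at or below 250%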;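 further: OY570 slx delta 5 strain wells were the positive control but not used for scaling; some compounds called inactive have numbers as strong as hits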
# Starred values were filed as active, the others as inactive; ? = inconclusive; · = no result given.
cpd	molecule	NSD2 inh	PKA-R2B activ	MITF act	CDK5 p35 inh	PKA-R1A activ	Arr AP2 block	dFosB activator	SR-BI uptake up	SR-BI HDL uptake	Pemphigus Ab inh	SUMO Mot1 rescue
1	CC1CCCN(S(=O)(=O)c2ccc(NC(=O)CCN3C(=O)c4ccccc4C3=O)cc2)C1 (configuration not stated)	-2	6	-1	0.6	-11	5	1	-25	25	103	-18
2	CCOc1cc(-n2ncc(C#N)c2N)nc(SC)n1	-2	-2	·	-0.8	2	-3	?	-9	9	·	12
3	CNC(=S)N1CCc2cc(OC)c(OC)cc2C1COc1ccc(OC)cc1 (configuration not stated)	0	-12	-15	-0.1	-1	0	-1	-23	23	·	-10
4	OCCCNC(=S)Nc1ccc(Nc2ccccc2)cc1	1	-3	10	-1.3	-12	8	-2	-14	14	100	7
5	CCc1c(C(=O)OC)nnc2cc(C)nn12	-4	-11	-1	-7.4	-7	1	8	10	-10	·	-11
6	O=C(NCC1CCCCN1)c1cc(OCC(F)(F)F)ccc1OCC(F)(F)F (configuration not stated)	·	-5	2	1.8	-3	5	0	16	-1	104	0
7	COC(=O)c1ccc(/C=C/C(=O)OCC(=O)c2ccc[nH]2)cc1	0	11	2	1.4	11	-7	-2	1	-1	·	12
8	CC(=O)Nc1ccc(S(=O)(=O)NNC(=O)COc2cccc3ccccc23)cc1	11	-13	-4	-2.1	-6	10	13	-4	4	102	24
9	CC(=O)NC1=NN(C(C)=O)C(C)(c2cccc([N+](=O)[O-])c2)S1 (configuration not stated)	99*	1	-1	-1.6	0	-7	4	14	-14	99	-7
10	Cc1ccc(C)c(NC(=S)/C(=C(\[O-])c2ccc(Cl)s2)[n+]2ccccc2)c1	7	-5	-22	0.9	-1	-16	-18	19	-19	97	5
11	COc1cc(/C=N/N=C(N)N)ccc1OCc1ccccc1Cl	12	-14	7	1.6	1	2	24*	-48	48	111	26
12	CCc1ccc(CNC(=O)C(=O)NCCc2ccc(OC)c(OC)c2)cc1	3	-2	-9	-0.4	0	4	10	-13	13	109	11
13	CCOc1ccc(S(=O)(=O)Oc2ccc3ccccc3c2)cc1	13	5	22	-1.6	4	-8	4	9	-9	108	-7
14	Cc1ccc(/C=N/N2C(=S)SC(C)(C)C2N(O)C(=O)Nc2ccc([N+](=O)[O-])cc2)cc1 (configuration not stated)	2	-13	-3	-2.1	4	5	?	-40	40	94	-4
15	Cc1ccccc1NC(=O)COC(=O)c1n[nH]c(=O)c2ccccc12	-1	15	-3	-0.3	-2	2	-3	-11	11	97	·
16	CCCn1c(N)c(Sc2ccc(C)cc2)c(=O)n(CCC)c1=O	-19	-8	-3	0.3	1	21	-1	-13	13	106	·
17	CNCCCCOc1ccccc1-c1ccccc1	64*	1	17	2.2	-11	6	-17	-6	6	95	-11
18	CC(C)Cn1c(-c2ccncc2)n[nH]c1=S	0	-3	3	0.1	-3	1	-1	12	-12	102	0
19	CCOC(=O)C1=C(COC(=O)CSc2ccc(Br)cc2)NC(=O)NC1C (configuration not stated)	2	-10	5	-1.6	3	-6	-11	26	-26	100	·
20	COc1cccc(-c2cc(C(=O)Nc3ccccc3SC)no2)c1	1	-6	?	-0.5	-4	28	5	-26	26	98	533

# The listing continues:
cpd	molecule	NSD2 inh	PKA-R2B activ	MITF act	CDK5 p35 inh	PKA-R1A activ	Arr AP2 block	dFosB activator	SR-BI uptake up	SR-BI HDL uptake	Pemphigus Ab inh	SUMO Mot1 rescue
21	CCOc1ccc(NC(=O)CN(C)CC(=O)Nc2ccccc2C#N)cc1OCC	0	-13	-11	0.4	-5	-4	-10	-11	11	114	-6
22	COc1ccc(CCNC(=O)C2CCN(S(=O)(=O)N3CC(C)CC(C)C3)CC2)cc1OC (configuration not stated)	0	6	-9	-0.6	-1	-9	-6	-36	36	109	41
23	Cc1sc2ncn(CC(=O)NCC3COc4ccccc4O3)c(=O)c2c1S(=O)(=O)N1CCCCC1 (configuration not stated)	-3	-5	6	1.6	-9	20	3	-51	51	97	32
24	Cc1nc(-n2cc(F)c(=O)[nH]c2=O)c2nc(C)oc2n1	1	-1	9	2.9	-3	23	0	34	-34	103	-1
25	O=[n+]1c2c(n([O-])c3cc(F)c(F)cc31)CCCC2	19	1	4	-0.4	-4	11	0	7	-7	82	5
26	COc1cc2ncnc(NCc3ccccc3F)c2cc1OC	-4	-13	-2	-0.2	-7	25	-2	-7	7	101	-15
27	O=c1cc(-c2c(O)c3ccccc3n(Cc3ccccc3)c2=O)[nH][nH]1	0	-5	12	-1.6	4	-2	-1	9	-9	100	3
28	CC1(C)CC(=O)C(C=NC2CCCCC2)=C(O)C1	-1	7	-1	-0.9	2	-8	2	30	-30	·	-4
29	CCN(CC)c1nc2c(s1)C(=O)NCCC2	-2	6	0	-0.3	3	2	0	33	-33	97	-19
30	Cc1ccnc(NC(=O)c2ccc(S(=O)(=O)c3ccccc3)cc2)c1	-4	4	14	0.7	-8	5	-7	-8	8	100	9
31	COC(=O)c1ccc(NC(=O)COc2ccc(C3C(C#N)=C(N)Oc4c3ccc3ccccc43)cc2OC)cc1 (configuration not stated)	37	-7	-1	-1.0	-12	25	-5	-34	34	80	1
32	CN(c1ccc(F)cc1)S(=O)(=O)c1ccc(Cl)c(C(=O)NCC2(N3CCOCC3)CCCCC2)c1	5	6	-3	-0.9	0	-3	-15	-44	44	·	·
33	CC(C)C(=O)Nc1c2c(nn1-c1ccc(F)cc1)CS(=O)(=O)C2	-4	-2	-3	0.2	1	-3	-1	18	-18	101	7
34	CCOC(=O)c1nnn(-c2nonc2N)c1C	·	3	6	3.8	-13	24	4	0	0	96	3
35	COCC(=O)Nc1cc(C(=O)NCCc2ccccc2)ccc1Cl	-4	-12	27	-1.8	2	7	-8	-9	9	114	-19
36	O=C(CCCCCNC(=S)Nc1ccccc1)C[N+](=O)[O-]	-2	-6	10	0.9	-12	5	-6	4	-4	108	-2
37	CC(=O)c1c(N2CCOCC2)[nH]c(-c2ccccc2)nc1=S	-1	-6	0	-1.3	-11	3	-3	4	-4	109	2
38	COc1ccccc1-c1nnc(C2CCN(S(=O)(=O)c3ccccc3[N+](=O)[O-])CC2)o1	1	-3	-7	2.1	-2	17	-9	-17	17	105	7
39	O=C(CCSc1nnc(-c2ccco2)o1)N1CCOCC1	-1	-10	6	0.9	2	-15	2	10	-10	104	2
40	CCOc1ccc2nc(N(CCN(CC)CC)C(=O)/C=C/c3cccs3)sc2c1	-7	-5	13	2.9	-6	-12	9	-30	30	88	16

# Remaining list, next part.
cpd	molecule	NSD2 inh	PKA-R2B activ	MITF act	CDK5 p35 inh	PKA-R1A activ	Arr AP2 block	dFosB activator	SR-BI uptake up	SR-BI HDL uptake	Pemphigus Ab inh	SUMO Mot1 rescue
41	COc1ccc(OC)c(CN2CCC(C(=O)N3CCN(c4ccccc4F)CC3)CC2)c1	3	-2	-20	0.1	-3	2	0	-15	15	99	400
42	COC(=O)c1ccccc1NC(=S)NC(=O)c1ccc(C)cc1	4	-2	-15	-1.6	-9	3	-3	-6	6	89	-5
43	CC(C)CCNC(=O)C(c1ccncc1)N(CC1CCCO1)C(=O)Cn1nnc(-c2ccc(F)cc2)n1 (configuration not stated)	0	-16	10	0.1	-1	16	-6	2	-2	101	-22
44	CCOC(=O)Cn1c(S(=O)(=O)Cc2ccc(Cl)cc2)nc(-c2ccccc2)c1-c1ccccc1	0	-6	-8	-0.5	-10	7	-6	4	-4	92	-2
45	O=C(CSc1ccccn1)Nc1ccc(Cl)c([N+](=O)[O-])c1	0	1	-7	0.2	7	44	1	8	-8	·	·
46	Cc1cc(N2CCCCC2)n2ncc(-c3ccccc3)c2n1	-6	6	-9	-1.6	-8	27	-4	-54	54	97	37
47	O=C1S/C(=C/c2ccccc2)C(=O)N1CC(O)Cn1c2ccccc2c2ccccc21 (configuration not stated)	-2	-2	1	0.7	0	-2	-3	-10	10	109	2
48	COc1ccc(S(=O)(=O)Nc2c(C)nn(C)c2C)cc1Br	-1	-1	-10	0.4	3	17	-3	27	-27	·	13
49	COc1ccc2sc(C)[n+](C)c2c1	-2	-10	-5	-0.3	-6	-1	-3	17	-17	105	-21
50	Cc1ccc(-c2nnn(CC(=O)N(CCCO)C(C(=O)NC3CCCC3)c3ccc(Cl)cc3)n2)o1 (configuration not stated)	-4	7	-8	0.3	-9	-1	?	-16	16	103	-6
51	CCOc1ccc(NC(=O)NNC(=O)C2CCC(C(C)(C)C)CC2)cc1 (configuration not stated)	3	6	13	-0.8	-7	37	9	13	-13	98	10
52	CN(C)NC(=S)Nc1cccc(C(F)(F)F)c1	-2	6	-3	-0.3	5	-8	5	17	-17	·	483
53	CC(C)CC(NC(=O)CC12CC3CC(CC(C3)C1)C2)C(=O)NC1=NCCS1 (configuration not stated)	-2	7	3	0.4	4	-4	-12	26	-26	78	1
54	CC(C)OC(=O)n1c(=S)oc2ccccc21	0	11	-12	-1.1	13	8	3	-31	31	105	28
55	CSCC[C@@H](C(=O)O)N1Cc2ccccc2C1=O	·	8	2	0.8	8	15	0	-2	2	100	203
56	Cc1ccc(S(=O)(=O)NCC(c2ccco2)N2CCc3ccccc32)cc1 (configuration not stated)	0	0	-1	-0.7	-11	3	-4	-39	39	101	16
57	O=S1(=O)CCC(NC(=S)SCCOc2ccccc2)C1 (configuration not stated)	17	-3	-32	0.0	2	-32	-8	18	-18	101	152
58	COc1ccc(OC)c(CCNC(=O)CCc2nnc3ccc(N4CCCC4)nn23)c1	3	-4	6	0.3	-2	-12	-6	9	-9	91	2
59	Cc1noc(C)c1COC(=O)Cn1c(C)nc2ccccc21	6	-4	5	0.7	0	21	-2	37	-37	100	1
60	CC(C)(C)CN1CCNC(=O)C1CC(=O)NCc1cccc(-n2cccn2)c1 (configuration not stated)	8	-2	0	-0.2	4	5	-2	10	-10	106	-14
61	Nc1cc(=O)[nH]c(SCC(=O)Nc2ccc(S(=O)(=O)N3CCCCC3)cc2)n1	2	-10	-4	-1.0	-2	0	-7	26	-26	93	-9
62	O=C(Nn1c(C2CC2)nc2ccccc2c1=O)c1ccco1	-1	5	-9	3.0	-9	5	-5	14	-14	102	-27
